# High-throughput results (PubChem)
# Tb MetRS inh: Trypanosoma brucei MetRS inhibition; inhibition, % at 11.9 µM; hit rate 0.4% among 360,000; purified T. brucei MetRS, ATP depletion, Kinase-Glo luminescence; AID 624268;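 active = inhibition above a per-plate cutoff of the control wells' mean inhibition plus 3 SD, cut at about 5.5% in these data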;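 also: 0% = DMSO wells median and 100% = median of wells with control inhibitor compound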
#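 Material – parasite MetRS enzyme · Medium – HEPES-MgCl2-KCl buffer plus DTT, spermine, BSA, pyrophosphatase · Reagent – ATP, methionine and E. coli bulk tRNA substrates · Times – 15 min enzyme-compound preincubation, 2 h reaction, 10 min detection, 25 °C · Measured by – luminescence of leftover ATP · Evaluation – percent inhibition relative to median high and low control wells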
# DNMT1 block: inhibitors of human DNMT1 | DNMT1 molecular beacon, Hinp1I cleavage, fluorescence | inhibition (reported as % activation of signal), % at 10 µM | P26358 | hit rate 0.83% among 360,000; in the data active = inhibition above about 50%
# NadD block: inhibitors of Staphylococcus aureus NadD. AID 602399. inhibition, % at 20 µM. purified NadD enzyme, colorimetric absorbance read-out. hit rate 0.78% among 360,000; in the data active = inhibition above about 26%; also: some compounds past the cut are filed as inactive
# Rpn11 inh: Rpn11 (human) deubiquitinase inhibition | human 26S proteasome, Ub4-pepOG fluorescence polarization; 20S core pre-blocked with epoxomicin | AID 588493 | O00487 | calls only at 20 µM | hit rate 0.59% among 360,000;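 active = inhibition at 20 µM, scaled to each plate's controls, above about 33%, limit read from the data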
# LMPTP inh: blocks human LMPTP phosphatase; P24666; recombinant LMPTP-A, OMFP fluorogenic substrate, fluorescence intensity; inhibition, % at 20 µM; hit rate 0.22% among 360,000; AID 651560;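 active = compounds that cut the enzyme signal by at least half of the control window in the single-dose screen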;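 also: plate controls were DMSO wells with enzyme plus substrate for no effect and substrate without enzyme for full effect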
#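 Material: LMPTP-A; amount: 0.625 nM enzyme; doses: single 20 µM dose; times: reaction 50 min, room temperature, dark; technique: fluorescence intensity of OMFP turnover product; benchmarks: no-enzyme and uninhibited controls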
# Scp-1 inhibitor: inhibitors of human Scp-1 phosphatase; Q9GZU7; Recombinant Scp1, phosphopeptide, malachite green phosphate absorbance; inhibition, % at 20 µM; hit rate 0.88% among 340,000;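 active = inhibition above about 50% at 20 µM, limit read from the data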;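 also: plate controls were DMSO wells with enzyme for no effect and wells lacking enzyme for full effect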
#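 Test system: SCP-1 phosphatase catalytic domain, residues 76-261; measured by: colorimetric phosphate reagent with accelerator and stabiliser, absorbance at 630 nm; timing: enzyme reaction 45 min at room temperature, colour 5 min, stabilisation 30 min; also added: Phosphorylated 17-residue peptide substrate; compound dosing: one concentration, 20 µM, with 1.0% DMSO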
# CSN inh: CSN deneddylation inhibition. Purified CSN, SCF-Nedd8-OG deneddylation, fluorescence polarization. inhibition, % at 12.5 µM. hit rate 0.38% among 360,000;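 active = pattern-corrected inhibition above about 35%, with an unprinted fluorescence ratio check between 0.5 and 1.5, limit read from the data, passing the limit was not always enough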;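 also: 0% = enzyme with substrate and 100% = substrate without enzyme; some results filed as inactive read as strong as hits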
# Target sequence (Q92905 whole entry, looked up, one chain of several): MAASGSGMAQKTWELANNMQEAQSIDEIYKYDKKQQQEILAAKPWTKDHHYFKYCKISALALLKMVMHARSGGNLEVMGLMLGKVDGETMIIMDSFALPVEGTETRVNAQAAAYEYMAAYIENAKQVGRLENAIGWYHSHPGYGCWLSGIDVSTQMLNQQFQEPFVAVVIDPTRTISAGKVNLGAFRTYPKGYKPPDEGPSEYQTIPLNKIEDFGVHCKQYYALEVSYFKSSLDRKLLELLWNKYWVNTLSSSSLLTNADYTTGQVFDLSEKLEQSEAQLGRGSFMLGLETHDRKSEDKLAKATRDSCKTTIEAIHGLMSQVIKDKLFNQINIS
#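 Detection – fluorescence polarization · System – HEK293T-derived human Csn5 enzyme · Controls – substrate-only high control, full reaction low control · Timing – 90 min, room temperature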
# STEP block: blocks human striatal-enriched tyrosine phosphatase. P54829. recombinant STEP, OMFP fluorogenic substrate, fluorescence. inhibition, % at 20 µM. hit rate 0.25% among 360,000. AID 588621;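 active = inhibition at 20 µM, scaled per plate between control wells, above about 37%, limit read from the data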;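 also: 0% = DMSO with enzyme and substrate and 100% = substrate only without enzyme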
#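 Material: STEP (striatal-enriched tyrosine phosphatase) enzyme, cell-free; Compound dosing: 20 µM single dose in 1% DMSO; Technique: fluorescence read at 480 nm ex / 540 nm em; Times: reaction 20 min, ambient temperature; Medium: 50 mM Bis-Tris pH 6.0 with 2.5 mM DTT and 0.005% Tween 20; Also added: OMFP at 25 µM.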
# SUMO1 PPI mod: alters human SUMO1 binding to SIM partners | SUMO1 binding to a labelled peptide, TR-FRET, 1 h | inhibition, % at 20 µM | hit rate 0.33% among 360,000; in the data active = inhibition above about 37%
# Target sequence (P63165 whole entry, looked up): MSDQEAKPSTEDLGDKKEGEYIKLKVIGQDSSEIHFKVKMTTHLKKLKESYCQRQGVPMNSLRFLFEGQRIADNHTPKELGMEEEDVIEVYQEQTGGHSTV
# MLLE-PAM2 inh: blocks PAM2 peptide binding to the PABP1 MLLE domain | GST-MLLE / FITC-PAM2 fluorescence polarization | inhibition, % at 20 µM | hit rate 0.36% among 360,000 | AID 588489; in the data active = inhibition above about 35%, passing the limit was not always enough;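 also: plate controls were DMSO wells with GST-MLLE for no effect and wells lacking GST-MLLE protein for full effect; some results filed as inactive read as strong as hits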
# Target sequence (P11940 whole entry, looked up, the tested form may be a part): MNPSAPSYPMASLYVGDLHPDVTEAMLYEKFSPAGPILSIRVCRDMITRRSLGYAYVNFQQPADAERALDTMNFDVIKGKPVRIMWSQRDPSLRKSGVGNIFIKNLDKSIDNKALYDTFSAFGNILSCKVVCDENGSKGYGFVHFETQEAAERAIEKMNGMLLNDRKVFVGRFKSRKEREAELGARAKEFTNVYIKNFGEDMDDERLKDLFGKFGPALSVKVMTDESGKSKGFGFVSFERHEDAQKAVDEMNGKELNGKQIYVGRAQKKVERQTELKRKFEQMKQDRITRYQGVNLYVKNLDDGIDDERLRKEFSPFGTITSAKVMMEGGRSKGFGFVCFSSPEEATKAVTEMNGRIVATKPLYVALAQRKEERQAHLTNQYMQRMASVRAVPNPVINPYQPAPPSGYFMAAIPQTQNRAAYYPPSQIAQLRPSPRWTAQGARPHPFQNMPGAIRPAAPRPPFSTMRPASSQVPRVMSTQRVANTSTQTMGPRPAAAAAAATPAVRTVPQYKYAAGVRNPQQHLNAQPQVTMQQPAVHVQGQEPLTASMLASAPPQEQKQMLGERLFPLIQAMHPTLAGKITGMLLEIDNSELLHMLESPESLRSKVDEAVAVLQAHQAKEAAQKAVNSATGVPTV
# * = called active by the depositor; i = inactive; . = not tested or not shown.
SMILES,Tb MetRS inh,DNMT1 block,NadD block,Rpn11 inh,LMPTP inh,Scp-1 inhibitor,CSN inh,STEP block,SUMO1 PPI mod,MLLE-PAM2 inh
Cc1[nH]n(-c2ccccc2)c(=O)c1N=Nc1ccc(C#N)cc1,0.0,-2.1,-5.6,i,0.3,-7.0,-0.1,1.3,-6.6,-1.4
COc1ccccc1NC(=O)C(CCS(C)(=O)=O)N1C(=O)c2ccccc2C1=O (stereo not drawn),-0.6,1.6,-7.4,i,-1.6,-2.6,1.8,2.4,-2.4,8.8
O=C(NNS(=O)(=O)c1ccccc1[N+](=O)[O-])c1cccnc1,-1.1,3.3,-7.1,i,-1.8,-7.4,0.0,0.9,-2.9,5.8
O=C(CNc1ccc2ccccc2c1)N/N=C/c1ccc([N+](=O)[O-])o1,-0.5,-15.5,13.8,i,0.2,-6.7,5.9,-0.2,-16.0,-2.8
CC12CCC(C/C1=N\N=C1\NC(=O)/C(=C\c3cccc(Br)c3)S1)C2(C)C (stereo not drawn),-0.3,9.9,14.8,i,3.9,-5.2,1.4,-3.7,-0.1,20.6
COc1ccc(N2CCN(c3oc(-c4ccco4)nc3C#N)CC2)cc1,-0.4,-1.4,-7.1,i,0.1,-10.9,1.7,2.5,-8.8,6.0
CCCCNC(=O)N1CCN(C(=O)c2ccco2)CC1,-0.9,3.6,-2.3,i,-1.2,-3.7,-1.5,-4.3,0.4,19.1
COc1ccc(-c2cc(C(=O)N3CC(C)CC(C)C3)c3ccccc3n2)cc1OC (stereo not drawn),-0.3,-2.0,8.6,i,2.6,3.9,0.6,1.0,-7.9,11.2
COc1ccc2c(CC(=O)OCC(=O)N3CCc4ccccc43)coc2c1,-0.2,-3.0,-5.8,i,1.9,-8.6,20.5,-2.2,2.8,-3.8
Cc1ccc(N=C2NC(=O)CC(C(=O)Nc3ccc4c(c3)OCO4)S2)cc1 (stereo not drawn),0.4,-1.8,-3.5,i,0.9,-5.2,4.8,7.1,18.8,-0.1
Cc1nn(-c2ccc(F)cc2)c2sc(C(=O)O)cc12,-0.2,1.4,-1.3,i,-1.7,-13.5,-1.6,-2.2,3.9,4.3
CCc1ccc(N(CC(=O)NC(C)(C)C)C(=O)CCC(=O)Nc2ccccn2)cc1,-0.1,60.0*,-0.6,i,-0.6,-8.7,1.8,1.0,-2.7,-2.5
Cc1ccc(NC(=O)C2C3CCCC2C3c2ccccc2)c(C)c1 (stereo not drawn),0.1,6.5,-3.7,i,-1.0,1.5,-11.1,-1.1,1.4,-7.6
CC1CCC2(CC1)NC(=O)N(CC(=O)c1ccc(CNC(=O)C(C)(C)C)s1)C2=O (stereo not drawn),-0.4,-8.6,-0.7,i,-1.1,-1.1,-1.9,-1.2,-4.4,-18.2
CCOc1ccc(NC(=O)CCC(=O)c2ccc(F)cc2)cc1,-0.7,-1.1,-11.7,i,-1.0,-7.5,-0.8,-2.7,0.0,-4.7
COc1cc(C2C3=C(CC(C)(C)CC3=O)NC3=C2C(=O)c2ccccc23)ccc1O (stereo not drawn),1.6,-5.9,2.1,i,1.6,-6.9,1.0,0.6,-22.5,10.1
C[C@H]1COC(=O)[C@H](Cc2ccc(F)cc2)C/C=C\C[C@H](CC(=O)N(CCO)Cc2ccccc2)C(=O)N1,-0.3,4.2,-3.2,i,0.5,-5.2,-0.8,2.1,4.5,15.8
CCN(CC(=O)Nc1ccc(NC(C)=O)cc1)C(=O)/C=C/c1cccs1,0.4,0.4,-0.8,i,-0.2,0.7,-1.2,0.1,-10.1,0.5
COc1ccc(NC(=O)CSCc2ccccc2C)cc1,-0.4,-1.9,0.0,i,-1.6,-7.1,5.5,-0.6,3.5,12.9
COc1ccc(OC)c(-c2csc(NC(=O)Cc3cc(OC)c(OC)c(OC)c3)n2)c1,-0.1,-8.2,-9.3,i,2.6,-7.1,2.6,-4.3,5.1,16.8
CC(Sc1nnc(NCc2ccccc2)s1)C(=O)Nc1ccc2c(c1)C(=O)c1ccccc1C2=O (stereo not drawn),0.1,-8.3,38.4*,i,0.3,3.7,4.1,2.4,-12.0,-21.2
CCOc1ccc(CCNC(=O)C2=C(C)C(=O)OC23CCCCC3)cc1OCC,-1.0,0.5,-5.1,i,-2.6,-3.1,0.7,-0.9,1.4,-5.0
CCOc1ccccc1NC(=O)CSc1nnc(NC(=O)c2ccco2)s1,-0.6,-1.1,0.7,i,-1.2,3.5,-0.3,-1.0,10.1,15.5
COc1ccccc1N1CCN(C(=O)C2Cc3ccccc3CN2C(=O)c2ccco2)CC1 (stereo not drawn),-0.6,4.1,0.4,i,1.2,7.3,1.6,0.4,0.0,12.7
Cc1nc(NC(=O)C2CC2)sc1C(=O)Nc1ccccc1,1.4,-1.8,-6.6,i,-0.3,-3.9,2.8,1.9,-1.2,-5.5

# In another format: results already given
# Every second line gives: Tb MetRS inh | DNMT1 block | NadD block | Rpn11 inh | LMPTP inh | Scp-1 inhibitor | CSN inh | STEP block | SUMO1 PPI mod | MLLE-PAM2 inh
> COc1cc(C2C3=C(CC(C)(C)CC3=O)NC3=C2C(=O)c2ccccc23)ccc1O (stereo not drawn)
 : 1.6 | -5.9 | 2.1 | i | 1.6 | -6.9 | 1.0 | 0.6 | -22.5 | 10.1
> C[C@H]1COC(=O)[C@H](Cc2ccc(F)cc2)C/C=C\C[C@H](CC(=O)N(CCO)Cc2ccccc2)C(=O)N1
 : -0.3 | 4.2 | -3.2 | i | 0.5 | -5.2 | -0.8 | 2.1 | 4.5 | 15.8
> CCN(CC(=O)Nc1ccc(NC(C)=O)cc1)C(=O)/C=C/c1cccs1
 : 0.4 | 0.4 | -0.8 | i | -0.2 | 0.7 | -1.2 | 0.1 | -10.1 | 0.5
> COc1ccc(NC(=O)CSCc2ccccc2C)cc1
 : -0.4 | -1.9 | 0.0 | i | -1.6 | -7.1 | 5.5 | -0.6 | 3.5 | 12.9
> COc1ccc(OC)c(-c2csc(NC(=O)Cc3cc(OC)c(OC)c(OC)c3)n2)c1
 : -0.1 | -8.2 | -9.3 | i | 2.6 | -7.1 | 2.6 | -4.3 | 5.1 | 16.8

# Continued:
SMILES,Tb MetRS inh,DNMT1 block,NadD block,Rpn11 inh,LMPTP inh,Scp-1 inhibitor,CSN inh,STEP block,SUMO1 PPI mod,MLLE-PAM2 inh
CN(/N=C/c1ccco1)C1=NS(=O)(=O)c2ccccc21,-0.5,-2.0,2.9,i,1.0,-6.4,-0.2,2.0,10.0,4.2
Cc1ccccc1OCC(=O)Nc1sc2c(c1C#N)CCC2,-0.5,6.0,0.4,i,1.8,-8.0,-7.3,5.8,-1.4,9.3
O=C(CSc1nnc2c(n1)[nH]c1ccccc12)Nc1nncs1,24.5*,1.2,-7.2,i,-0.6,-3.6,2.2,1.7,-14.9,-5.3
COc1ccc(C)cc1NC(=O)CNC(=O)[C@@H]1Cc2ccccc2CN1,-0.5,-3.5,-3.6,i,2.4,3.8,0.6,0.5,2.3,-1.2
O=C(CN1CCCCC1)Nc1cccc(Br)c1,0.4,-1.0,1.3,i,0.0,-5.2,1.9,0.7,0.6,3.1
CN1C(=O)c2ccc(C(=O)Nc3ccc4c(c3)OCO4)cc2C1=O,0.2,0.2,-0.2,i,-1.4,-4.7,-2.6,4.7,-15.6,-4.9
COc1cc(OC)cc(C(=O)NCc2ccc3c(c2)cc(C)n3C)c1,-0.3,-5.0,17.1,i,17.3,-9.5,-9.1,-3.4,-19.9,78.0
C=CCOC(=O)C1=C(C)NC(=O)NC1c1cc(Cl)cc(Cl)c1OC (stereo not drawn),0.7,0.8,-1.9,i,-0.2,-3.7,7.3,-0.6,-2.0,7.0
C=C(CC)C(=O)c1ccc(OCC(=O)O)c(Cl)c1Cl,0.1,5.3,0.1,i,-0.4,-20.0,11.2,0.1,26.2,9.3
Cc1ccc(C)c(SCC(=O)OCC(=O)NCCNC(=O)COC(=O)CSc2cc(C)ccc2C)c1,-0.4,-2.6,-8.6,i,-0.3,-9.0,0.5,-1.2,1.2,6.2
CCN(C)C1CN(Cc2cn(Cc3cccc(Cl)c3)nn2)S(=O)(=O)C1 (stereo not drawn),-0.3,.,-0.6,.,-1.0,.,3.8,.,1.9,.
CCCn1cc(C(=O)N(C)C2CCCN(Cc3ccccc3F)C2)c(C)n1 (stereo not drawn),-0.3,-1.6,-1.3,i,-1.5,-6.7,1.6,4.7,4.2,6.2
Cc1cc2oc(=O)cc(CNc3ccccc3F)c2cc1O,0.4,-7.3,-9.0,i,0.3,0.9,-2.7,-0.4,0.9,-14.7
COc1ccc(OCCn2c(=N)n(CCO)c3ccccc32)cc1,0.6,1.2,-6.3,i,1.0,-1.8,-8.2,-3.1,-0.9,3.7
O=C(CN1C(=O)NC2(CCCC2)C1=O)Nc1cc(Cl)ccc1N1CCOCC1,-0.3,10.2,2.7,i,-0.7,-7.6,-7.4,3.3,5.1,-15.6
Cc1cc2c(cc1S(=O)(=O)Nc1cccc(F)c1C)NC(=O)CO2,0.0,-6.2,7.8,i,-0.5,-3.1,3.2,-5.7,0.4,10.9
COCCn1c(SCC(=O)N2CCCC2)nc2c(c1=O)SCC2,-0.3,-1.5,-3.1,i,-1.6,.,-0.1,-2.9,-3.5,3.8
CC1(C)CC(=O)c2sc(NS(=O)(=O)c3ccc(Br)cc3)nc2C1,0.4,-3.5,-3.4,i,-1.3,-7.7,23.3,-0.3,2.3,7.0
O=C(Nc1ccc(Cl)cc1Cl)NC1CCCC1,-1.3,2.6,1.6,i,-1.5,5.0,-0.2,-0.6,-1.4,-7.3
CCOC(=O)CN1C(=O)CSc2ccc(S(=O)(=O)N3CCCC3)cc21,0.8,-0.1,2.2,i,-0.5,-5.8,1.0,-2.3,2.7,-5.3
Cc1cc(C)c2c(n1)nn1c(N3CCN(c4ccccc4)CC3)cc(C)nc21,-1.6,21.3,8.9,i,2.3,-3.5,4.8,2.2,-0.2,-25.3
CC(=O)c1ccc(OC(=O)c2cccs2)cc1,-0.2,-0.1,1.9,i,0.0,-5.3,-0.8,-2.0,-1.8,8.9
N#Cc1nc(COc2ccccc2Cl)oc1N1CCCC1,0.0,-0.2,-4.0,i,-0.9,-10.6,-5.7,2.4,32.8,0.0
CC(C)(C(N)=O)N1CCN(c2ncc(C(F)(F)F)cc2Cl)CC1,0.4,5.6,-2.5,i,0.2,-3.1,1.0,-6.3,1.4,0.7
CC(=O)N1CCN(C(=O)c2oc3ccccc3c2C)CC1,-0.2,2.4,4.3,i,-0.8,-6.0,3.1,-0.6,1.3,-2.0
O=C1COc2ccc(C(=O)CCl)cc2N1,-0.3,6.8,-10.4,i,-0.2,-3.6,4.2,-1.0,3.3,8.9
COCCn1c(SCC(=O)NCc2cccs2)nnc1-c1ccc(OC)cc1,-0.2,-0.4,0.3,i,-2.5,-4.6,-1.9,-1.3,3.2,0.8
